Compound activity as filed in PubChem BioAssay.
tim23-1 inh: growth inhibitors of tim23-1 mutant yeast. S. cerevisiae tim23-1 growth, BacTiter-Glo luminescence, 24 h. inhibition, % at 20 µM. 1.3% of 330,000 active. AID 463212;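 active = growth inhibition of the mutant yeast at or above 50%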;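 note: temperature-sensitive mutant grown at 25 °C; plate controls were DMSO-treated mutant yeast for no effect and medium wells lacking yeast for full effect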
Mdm2-MdmX inh: inhibitors of human Mdm2/MdmX interaction | O15151+Q00987 | inhibition, % at 8 µM | SaOS-2 split-luciferase Mdm2/MdmX complementation, luminescence | AID 485346 | 3% of 330,000 active;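 active = inhibition of at least 50% at 8 µM in the primary screen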
APJ agonist: APJ receptor agonism; AID 2520; activation, % at 20 µM; 0.11% of 330,000 active; CHO-K1 APJ PathHunter beta-arrestin, luminescence; 0% DMSO wells, 100% apelin; P35414;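 active = activation more than six SD over the plate average, tested at 20 µM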;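 note: 0% = DMSO alone and 100% = apelin-13 at 10 nM; some results filed as inactive read as strong as hits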
Target sequence (P35414 whole entry, looked up): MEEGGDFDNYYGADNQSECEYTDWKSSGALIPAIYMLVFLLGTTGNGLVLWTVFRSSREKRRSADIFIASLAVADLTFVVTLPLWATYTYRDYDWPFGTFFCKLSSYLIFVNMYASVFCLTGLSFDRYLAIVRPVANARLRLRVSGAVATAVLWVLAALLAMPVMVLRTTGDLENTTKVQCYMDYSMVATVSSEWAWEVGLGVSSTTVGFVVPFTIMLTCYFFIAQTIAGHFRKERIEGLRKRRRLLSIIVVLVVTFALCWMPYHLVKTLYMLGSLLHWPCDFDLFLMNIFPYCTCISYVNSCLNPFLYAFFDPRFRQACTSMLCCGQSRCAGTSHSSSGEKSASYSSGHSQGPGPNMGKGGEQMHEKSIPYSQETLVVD
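Assay system – PathHunter CHO-K1 APJ (AGTRL-1) beta-arrestin reporter cells · Compound – one dose, 20 µM compound, 1% DMSO · Timing – compound 90 min 25 °C, reagent 1 h · Measured by – luminescence from split beta-galactosidase complementation, Galacton Star/Emerald II substrate · Measure – beta-arrestin recruitment to APJ as agonist activity, luminescent signal · Benchmarks – DMSO vs Apelin-13 10 nM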
XBP1 UPR activ: activators of adaptive arm of unfolded protein response (XBP1) | 0.33% of 330,000 active | CHO-XBP1 luciferase reporter, IRE1-XBP1 UPR activation, luminescence; percent of tunicamycin response, DMSO as zero | activation, % at 20 µM | AID 463104;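 active = versus positive control, 20 µM dose yields 30% or more activation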;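 note: 100% = tunicamycin at 10 µg/mL and 0% = DMSO only wells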
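Material – CHO cell line with stable XBP1 luciferase reporter · Buffer or medium – F12 plus 10% FBS · Compound – single point, 20 µM final compound, 1% DMSO · Schedule – 16-18 h cell attachment at 37 °C, then 6 h compound exposure · Signal – Steady-Glo luminescence read · Benchmarks – high control tunicamycin 10 µg/mL final, low control DMSO vehicle only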
NR3A LBD binder: modulates the human NR3A ligand-binding domain; NR3A LBD differential scanning fluorimetry, Tm shift; 0% = protein alone, 100% = glycine-bound protein; Tm shift relative to glycine control, % at 25 µM; 2.5% of 340,000 active; AID 1259313;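 active = melting temperature shift of at least 10% of the positive control shift, at one fixed dose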
NLRP3 yeast inh: blocks the NALP3 inflammasome reconstituted in yeast; Yeast reconstituted NLRP3/ASC/caspase-1, beta-gal luminescence, 24 h; inhibition, % at 10 µM; 0.39% of 330,000 active;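 active = inhibition of 50% or more; inactive = inhibition below 50%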;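 note: plate controls were induced DMSO wells for no effect and uninduced yeast grown without galactose for full effect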
CHOP UPR activ: activators of apoptotic arm of unfolded protein response (CHOP). CHO-CHOP luciferase reporter, UPR activation, luminescence; percent of tunicamycin response over DMSO baseline. AID 449763. activation, % at 10 µM. 0.34% of 330,000 active;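 active = at 10 µM dose, activation of 40% or more, normalized to positive control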;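 note: 100% = tunicamycin at 10 µg/mL and 0% = DMSO alone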
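Dosing – one dose, 10 µM in 0.5% DMSO · System – CHO-CHOP cells, stable luciferase reporter of PERK-eIF2a-CHOP signalling · Input – 500 cells/well · Control set – tunicamycin 10 µg/mL final as positive, DMSO-only wells as negative · Timing – 6 h compound treatment, 37 °C · Measure – % activation vs tunicamycin · Technique – luminescence read with Steady-Glo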
tim10-1 inh: inhibits growth of tim10-1 mutant yeast | 2.2% of 330,000 active | inhibition, % at 20 µM | S. cerevisiae tim10-1 ts strain growth, BacTiter-Glo, 24 h;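 active = inhibition of at least 40%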;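 note: mutant grown at 25 °C; 0% = DMSO wells with yeast and 100% = wells holding no yeast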
TIM10 inh: TIM10 yeast growth inhibition; AID 463195; 1.4% of 330,000 active; S. cerevisiae TIM10 strain growth, BacTiter-Glo luminescence, 24 h; inhibition, % at 10 µM;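 active = inhibition of 40% or more at the single tested concentration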;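 note: wild-type TIM10 isogenic control strain grown at permissive 25 °C; 0% = DMSO yeast wells and 100% = minimal medium wells without yeast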
Active calls of the source: *.

SMILES | tim23-1 inh | Mdm2-MdmX inh | APJ agonist | XBP1 UPR activ | NR3A LBD binder | NLRP3 yeast inh | CHOP UPR activ | tim10-1 inh | TIM10 inh
c1ccc(Cn2nnc3c(NCc4ccc5c(c4)OCO5)ncnc32)cc1 | 3 | 9 | -5 | 0 | -1 | 33 | 0.1 | -2 | -3
Nc1ccc2c(c1)OC1(CCCC1)O2 | 19 | 70* | 1 | -3 | 2 | 10 | -4.3 | 9 | -2
CC1CC(C)CN(S(=O)(=O)c2ccc(C(=O)NCc3ccc4c(c3)OCO4)cc2)C1 (stereo not given) | 4 | 18 | 1 | 3 | -4 | 19 | 0.7 | 16 | 4
Cc1nnc(CN(C)Cc2cn[nH]c2-c2ccc(-c3ccccc3)cc2)o1 | 20 | -22 | -3 | 1 | -1 | 5 | 3.2 | 9 | 6
CCOC(=O)N1CCN(C(=O)c2ccc(N(Cc3ccccc3)S(C)(=O)=O)cc2)CC1 | 15 | 19 | -1 | 0 | -1 | 12 | -1.7 | 8 | 15
COc1ccc(/C=N/NC(=S)SC)cc1OC | 9 | -9 | -3 | 2 | 1 | 7 | 0.8 | 13 | 17
CC(C)(C)NC(=O)CN(C(=O)CNS(=O)(=O)c1ccccc1)c1ccc2c(c1)OCCO2 | 15 | -3 | 0 | -3 | -1 | 7 | 0.3 | 12 | -7
Cn1cccc1C(=O)OCC(=O)Nc1cccc(S(=O)(=O)N2CCOCC2)c1 | 11 | 8 | -2 | -2 | -1 | 12 | 0.6 | 7 | 10
CCN(C[C@H]1N[C@@](CC)(C(=O)OC)[C@H]2C(=O)N(C)C(=O)[C@@H]12)C(=O)Nc1ccc(F)cc1 | -4 | 6 | -5 | -3 | 2 | 14 | -0.9 | -12 | -7
COc1cc(C(=O)NCc2nnc(SCC(=O)N3CCc4ccccc43)o2)cc(OC)c1OC | 14 | 30 | 5 | -1 | 1 | 15 | 0.0 | 6 | -5
COc1ccc(CCNC(=O)COc2ccc(S(=O)(=O)N3CCCC3)cc2)cc1 | 17 | 9 | -1 | -4 | 1 | -3 | -2.2 | 12 | 18
CCOC(=O)N1CCN(C(=O)c2ccc(C)c(S(=O)(=O)Nc3ccccc3)c2)CC1 | 8 | 38 | -4 | 1 | -1 | -11 | -0.4 | 5 | -2
c1ccc(-c2nnc(CN3CCCCC3)o2)cc1 | 6 | 5 | -2 | 1 | 3 | 17 | 1.3 | 14 | -6
CC(=O)NC(CCS(C)(=O)=O)C(=O)Nc1c(C)cccc1C (stereo not given) | -11 | 16 | -4 | 0 | -2 | 7 | -0.4 | 1 | -5
Nc1ccc(C(=O)c2cccs2)cc1 | 19 | -14 | 1 | 1 | 2 | 29 | 6.1 | 7 | 13
COc1ccc(CNC(=O)CCCCCn2c(SCC#N)nc3cc4c(cc3c2=O)OCO4)cc1 | -2 | 6 | -2 | -3 | 0 | -1 | 0.7 | 18 | 6
CC(C)c1nnc(NC(=O)CCC(=O)N2CCC(Cc3ccccc3)CC2)s1 | 20 | 3 | -1 | -4 | -2 | 3 | 1.4 | 29 | 10
CCCn1ncc(CN2CCN(CCc3ccccc3)C(CCO)C2)c1C (stereo not given) | 4 | -2 | -3 | -4 | 1 | 12 | 0.3 | 2 | -1
O=C1OC(Cc2ccncc2)C(O)=C1C1=NCCCN1 (stereo not given) | -5 | -5 | 1 | 0 | 4 | 15 | 1.3 | 10 | -21
CC(=O)c1cc(-c2ccccc2)n(CC(=O)NC(C)(C)C)c1C | 2 | 1 | -5 | 2 | 0 | 14 | -1.7 | 14 | 4
COC(=O)CCCSc1nccn1-c1ccccc1 | 15 | 7 | -1 | 3 | 4 | 12 | -1.0 | 0 | 17
O=C(NCCCCNC(=O)c1ccccc1F)c1ccccc1F | -1 | 6 | -3 | -2 | 2 | 0 | -1.1 | -18 | -21
COc1cc(-c2cc(C(=O)NCc3ccco3)c3ccccc3n2)cc(OC)c1OC | 25 | 17 | 7 | 4 | 7 | 19 | -0.3 | 9 | 25
CCNc1nc(NCC)nc(OCCNS(=O)(=O)c2ccccc2)n1 | -9 | 4 | -2 | -3 | 0 | 1 | -0.7 | 8 | 7
CCN(CC(=O)NCc1cccs1)C(=O)/C=C/c1ccc(OC)c(OC)c1 | -13 | -1 | -6 | 0 | 0 | 8 | -1.0 | -21 | -8

Sorted by value in tim10-1 inh (ascending): 3 of the compounds above.
smiles	tim10-1 inh
O=C1OC(Cc2ccncc2)C(O)=C1C1=NCCCN1 (stereo not given)	10
COc1ccc(CCNC(=O)COc2ccc(S(=O)(=O)N3CCCC3)cc2)cc1	12
CC(=O)c1cc(-c2ccccc2)n(CC(=O)NC(C)(C)C)c1C	14

Later entries:
SMILES | tim23-1 inh | Mdm2-MdmX inh | APJ agonist | XBP1 UPR activ | NR3A LBD binder | NLRP3 yeast inh | CHOP UPR activ | tim10-1 inh | TIM10 inh
CCC(=O)OCC(=O)C1(OC(=O)CC)[C@H](C)C[C@H]2[C@H]3[C@H]([C@@H](O)C[C@@]21C)[C@@]1(C)C=CC(=O)C=C1C[C@H]3Cl (stereo not given in full) | -4 | -5 | -4 | -10 | -1 | 0 | 1.1 | 12 | 12
CCC1(c2ccccc2)NC(=O)N(CC(=O)N(C)CC(=O)Nc2cccc(OC)c2)C1=O (stereo not given) | 5 | -7 | -3 | 1 | 2 | 1 | -0.8 | 2 | 2
CN(Cc1nc(Cc2cccc(C(F)(F)F)c2)no1)C1CC(C)(C)NC(C)(C)C1 | 10 | 22 | -4 | -2 | 0 | -5 | -2.9 | 11 | -10
COc1ccc(C(=O)NC(=S)Nc2ccccc2N2CCOCC2)cc1Br | 48 | 30 | -4 | 1 | -9 | 17 | 1.0 | 35 | 27
Cc1nnc(SCC(=O)N(C)c2ccccc2)n1-n1cccc1 | -18 | -3 | -2 | -2 | 1 | 9 | 1.1 | -17 | -2
Cc1ccc(NC(=O)CN(C)C(=O)COC(=O)C(C)(C)Oc2ccc(Cl)cc2)cc1 | 32 | 11 | -4 | -7 | -4 | 23 | 1.0 | 27 | 12
O=C(Nc1ccc2c(c1)C(=O)N(CC1CCCO1)C2=O)c1ccccc1Br (stereo not given) | 5 | 8 | -2 | 2 | 0 | -13 | 0.2 | 21 | -12
CCCOC(=O)CSc1nc(N)c(C#N)c(-c2ccco2)c1C#N | 19 | 2 | -2 | 0 | -28 | 7 | 2.1 | 14 | 34
Nc1ncnc2c1nc(SCCO)n2Cc1ccccc1 | -2 | 19 | -3 | 1 | 0 | 7 | -0.6 | -4 | 1
CN(C)S(=O)(=O)N(CC(=O)NCCSCc1ccccc1)c1ccccc1 | 1 | -9 | -2 | 1 | -2 | -2 | 1.5 | 17 | 24
Nc1nc(SCC(=O)Nc2cccc(Oc3ccccc3)c2)n[nH]1 | 2 | 21 | -2 | 1 | -3 | 25 | -0.9 | 4 | 19
O=[N+]([O-])c1ccc(/C=N/Nc2ncc(Br)cn2)cc1 | 7 | 41 | -2 | 4 | -1 | 13 | 3.2 | 7 | -7
S=C(NCc1ccccc1Cl)Nc1ccccc1Cl | 38 | -21 | -3 | -1 | -2 | 10 | 3.1 | 28 | 43*
Cc1cnc(NC(=O)/C=C/c2ccc(Br)o2)s1 | 0 | 75* | -4 | 1 | 1 | 5 | 6.2 | 11 | -14
CCOc1ccccc1NC(=O)NCCCCc1ccccc1 | 10 | 25 | 2 | -2 | 7 | 22 | 0.4 | -3 | 10
Cc1[nH]c(=O)c(C#N)c(C)c1[N+](=O)[O-] | -1 | -19 | -1 | -1 | 0 | 10 | 0.9 | 6 | -25
O=C(Nc1nc2cc3c(cc2s1)OCO3)C1CC1 | 5 | -30 | -4 | -1 | 4 | 16 | 5.8 | 4 | 6
CC(=O)NC(Cc1cccc(C)c1)C(=O)NC1CCN(C(=O)NCc2ccccc2)CC1 (stereo not given) | 6 | -26 | 0 | 6 | 0 | 3 | 0.7 | 4 | 5
COc1cccc(COC(=O)c2ccc3c(=O)n4c(nc3c2)CCC4)c1OC | 7 | -19 | 10 | -4 | -1 | 17 | 2.7 | -10 | -6
CN1CCN(S(=O)(=O)c2cccc(C#N)c2)C(c2ccccc2)C1 (stereo not given) | 11 | 4 | 8 | 0 | 1 | 13 | -0.9 | 13 | -1
O=C(O)c1ccc(/C=C(\c2nc3ccccc3[nH]2)c2nc3ccccc3s2)cc1 | 20 | -28 | -2 | -2 | 0 | 14 | 2.6 | 6 | 9
C1CCC2(CC1)OCC1(CO2)COC2(CCCCC2)OC1 | 2 | -1 | -3 | 1 | -1 | 10 | -2.2 | 14 | 13
O=C(CSc1nnc(-c2ccco2)o1)c1ccc([N+](=O)[O-])cc1 | -10 | 8 | 5 | -4 | 4 | 19 | -0.2 | -9 | -9
CCOC(=O)c1c(C)[nH]c(C(=O)OCC(=O)Nc2ccc(OCC)cc2)c1C | -9 | 17 | -5 | -2 | 4 | 10 | 5.2 | 11 | -16
N#Cc1c(Cn2cncn2)nc(=O)n(-c2ccc(Cl)cc2)c1N | 8 | -17 | 0 | -2 | 0 | 21 | 0.7 | 12 | 4
CC(C)=CCSc1nnc(CCNC(=O)OC(C)(C)C)o1 | 18 | -4 | -4 | -2 | -1 | 13 | 0.4 | 14 | -5

Given with two lines to a compound: entries from further up
Values in the order – tim23-1 inh | Mdm2-MdmX inh | APJ agonist | XBP1 UPR activ | NR3A LBD binder | NLRP3 yeast inh | CHOP UPR activ | tim10-1 inh | TIM10 inh
- Nc1ncnc2c1nc(SCCO)n2Cc1ccccc1
  -2 | 19 | -3 | 1 | 0 | 7 | -0.6 | -4 | 1
- CC(C)=CCSc1nnc(CCNC(=O)OC(C)(C)C)o1
  18 | -4 | -4 | -2 | -1 | 13 | 0.4 | 14 | -5
- Cc1ccc(NC(=O)CN(C)C(=O)COC(=O)C(C)(C)Oc2ccc(Cl)cc2)cc1
  32 | 11 | -4 | -7 | -4 | 23 | 1.0 | 27 | 12
- N#Cc1c(Cn2cncn2)nc(=O)n(-c2ccc(Cl)cc2)c1N
  8 | -17 | 0 | -2 | 0 | 21 | 0.7 | 12 | 4
- Cc1[nH]c(=O)c(C#N)c(C)c1[N+](=O)[O-]
  -1 | -19 | -1 | -1 | 0 | 10 | 0.9 | 6 | -25

Results in Mdm2-MdmX inh and NLRP3 yeast inh, for some of the entries so far:
| SMILES | Mdm2-MdmX inh | NLRP3 yeast inh |
| --- | --- | --- |
| CN(Cc1nc(Cc2cccc(C(F)(F)F)c2)no1)C1CC(C)(C)NC(C)(C)C1 | 22 | -5 |
| COc1ccc(C(=O)NC(=S)Nc2ccccc2N2CCOCC2)cc1Br | 30 | 17 |
| Cc1nnc(SCC(=O)N(C)c2ccccc2)n1-n1cccc1 | -3 | 9 |
| Cc1ccc(NC(=O)CN(C)C(=O)COC(=O)C(C)(C)Oc2ccc(Cl)cc2)cc1 | 11 | 23 |
| O=C(Nc1ccc2c(c1)C(=O)N(CC1CCCO1)C2=O)c1ccccc1Br (stereo not given) | 8 | -13 |
